Assay outcomes (PubChem BioAssay)
M5 ag: human M5 muscarinic receptor agonists, primary screen, CHO-K1 cells, Fluo-8 calcium fluorescence; AID 624037, 2012; Muscarinic acetylcholine receptor M5 (Homo sapiens), P08912; 360,000 compounds, 0.19% hits; CHO-K1 hM5 cells; 0% DMSO wells, 100% maximal acetylcholine response; activation, % at 3 µM;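 active = activation above the run's mean over test compounds plus 3 SD, cut at about 23% in these data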;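 note: signal is peak over basal fluorescence ratio across the kinetic read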
CHRM5 PAM: human M5 muscarinic receptor positive allosteric modulators, primary screen, CHO-K1 cells, Fluo-8 calcium fluorescence; AID 624038, 2012; activation, % at 3 µM; 360,000 compounds, 0.3% hits; Muscarinic acetylcholine receptor M5 (Homo sapiens), P08912; CHO-K1 hM5, ACh EC20 PAM; 0% = ACh EC20, 100% = ACh EC100;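 active = activation above the run cutoff, the mean activation of all test compounds plus 3 SD, cut at about 18% in these data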
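system = human M5 receptor in CHO-K1 cells | reagent = EC20 acetylcholine as agonist stimulus | compound dosing = single-point, 3 µM nominal | incubation = Fluo-8 loading 80 min at 37 °C plus 30 min room temperature | detection = Fluo-8 calcium dye fluorescence, kinetic read | benchmarks = low control EC20 acetylcholine (0%), high control EC100 acetylcholine (100%)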
M4 PAM: human M4 muscarinic receptor positive allosteric modulators, primary screen, CHO-K1 cells, Fluo-8 calcium fluorescence. CHO-K1 hM4/Gqi5, ACh EC20; 0% = ACh EC20, 100% = maximal ACh. activation, % at 3 µM. 360,000 compounds, 0.4% hits. AID 624126, 2012;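 active = activation above its plate's cutoff, the mean activation of sample wells plus 3 SD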; note: some results filed as inactive read as strong as hits
IDE cell inh: human IDE inhibitors in live cells, primary screen, fluorescence polarization, HEK cells, FAbetaB substrate; Insulin-degrading enzyme (Homo sapiens), P14735; FAbetaB cleavage; inhibition, % at 5.59 µM; 320,000 compounds, 0.41% hits; AID 434962, 2010;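 active = percent inhibition above the average of all tested compounds plus 3 SD, set per screening campaign, cut at about 16% in these data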;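 note: IDE supplied by intact live HEK cells; FP after avidin binding of uncleaved biotin substrate so inhibition keeps polarization high; 0% = DMSO wells and 100% = 60 µM reference IDE inhibitor Ii1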
Target sequence (P14735 whole entry, looked up): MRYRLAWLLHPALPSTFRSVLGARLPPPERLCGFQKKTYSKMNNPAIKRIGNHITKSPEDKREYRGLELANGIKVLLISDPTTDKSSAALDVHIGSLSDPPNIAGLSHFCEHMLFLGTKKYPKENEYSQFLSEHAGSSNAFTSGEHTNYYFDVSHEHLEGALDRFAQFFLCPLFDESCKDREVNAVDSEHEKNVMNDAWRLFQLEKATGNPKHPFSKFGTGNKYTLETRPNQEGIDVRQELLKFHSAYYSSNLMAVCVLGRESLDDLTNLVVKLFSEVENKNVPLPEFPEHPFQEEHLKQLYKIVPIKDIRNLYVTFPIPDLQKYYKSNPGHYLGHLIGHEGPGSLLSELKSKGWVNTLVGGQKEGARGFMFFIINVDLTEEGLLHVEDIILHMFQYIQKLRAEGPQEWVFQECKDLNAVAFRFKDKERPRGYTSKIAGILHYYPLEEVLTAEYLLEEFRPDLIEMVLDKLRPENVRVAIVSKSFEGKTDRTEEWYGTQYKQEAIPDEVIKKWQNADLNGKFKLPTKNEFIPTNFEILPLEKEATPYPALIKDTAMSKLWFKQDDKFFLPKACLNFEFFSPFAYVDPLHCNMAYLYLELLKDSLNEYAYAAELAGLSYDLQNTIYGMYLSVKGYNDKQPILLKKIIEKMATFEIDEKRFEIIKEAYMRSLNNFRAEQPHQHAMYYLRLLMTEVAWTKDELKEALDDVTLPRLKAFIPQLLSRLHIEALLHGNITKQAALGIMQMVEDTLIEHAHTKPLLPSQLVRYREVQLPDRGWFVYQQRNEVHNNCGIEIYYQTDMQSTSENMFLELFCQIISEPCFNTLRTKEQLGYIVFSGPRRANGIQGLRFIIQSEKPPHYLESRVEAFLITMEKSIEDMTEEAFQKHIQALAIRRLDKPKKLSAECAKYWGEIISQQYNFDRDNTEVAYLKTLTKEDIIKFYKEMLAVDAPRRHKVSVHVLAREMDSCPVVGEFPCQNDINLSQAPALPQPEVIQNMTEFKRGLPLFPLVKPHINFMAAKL
M4 ag: human M4 muscarinic receptor agonists, primary screen, CHO-K1 cells, Fluo-8 calcium fluorescence; 360,000 compounds, 0.14% hits; CHO-K1 hM4/Gqi5; vehicle 0%, full acetylcholine response 100%; AID 624127, 2012; activation, % at 3 µM;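 active = activation above the run mean over all test wells plus 3 SD, cut at about 32% in these data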;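 note: peak over basal fluorescence ratio per well then scaled between controls; 0% = DMSO wells and 100% = acetylcholine at EC100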
CRFBP-R2 agonist: agonists of CRF-BP/CRF-R2 complex, primary screen, cell-based, HEK293, calcium dye fluorescence, uHTS. calcium dye fluorescence (FLIPR); percent of saturating CRF peptide response. activation, % at 13.2 µM. 350,000 compounds, 0.46% hits. AID 588473, 2011;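 active = activation of at least 50%, plus an integration ratio under a set limit after plate pattern correction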;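 note: plate controls were neutral control wells without compound for no effect and CRF at EC100 for full effect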
CHRM5 antagonist: human M5 muscarinic receptor antagonists, primary screen, CHO cells, Fluo-8 calcium fluorescence | Muscarinic acetylcholine receptor M5 (Homo sapiens), P08912 | 360,000 compounds, 0.59% hits | AID 624040, 2012 | CHO-hM5 cells, ACh EC80 | inhibition, % at 3 µM;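 active = inhibition above a per-plate cutoff, the mean of that plate's test compounds plus 3 SD, cut at about 27% in these data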;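 note: 0% = acetylcholine EC80 with DMSO and 100% = DMSO without agonist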
M4 antag: human M4 muscarinic receptor antagonists, primary screen, CHO cells, Fluo-8 calcium fluorescence; inhibition, % at 3 µM; 360,000 compounds, 0.73% hits; CHO-hM4 cells, ACh EC80; AID 624125, 2012; Muscarinic acetylcholine receptor M4 (Homo sapiens), P08173;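 active = inhibition above its plate's cutoff, the mean inhibition of sample wells plus 3 SD, cut at about 27% in these data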;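 note: 0% = acetylcholine EC80 with DMSO and 100% = DMSO without agonist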
CRFBP-R2 block: antagonists of CRF-BP/CRF-R2 complex, primary screen, cell-based, HEK293, calcium dye fluorescence, uHTS; CRF-induced calcium fluorescence; inhibition, % at 11.8 µM; 350,000 compounds, 0.59% hits;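 active = inhibition of the ligand-induced calcium signal above about 50% at the single tested concentration, limit read from the data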
* marks the source's active call; other numbers are inactive results.

`COc1ccc(CC(=O)NCC(C)(C)N2CCOCC2)cc1` gave M5 ag -4.0, CHRM5 PAM 5.1, M4 PAM 3.9, IDE cell inh 3.9, M4 ag 1.3, CRFBP-R2 agonist 2.7, CHRM5 antagonist 6.2, M4 antag -16.9 and CRFBP-R2 block -5.0.
Screening O=C(CCC(NC(=O)OCc1ccccc1)C(=O)O)OCc1ccccc1 (configuration not stated) returned M5 ag -4.7, CHRM5 PAM 0.8, M4 PAM -1.3, IDE cell inh -1.5, M4 ag 0.0, CRFBP-R2 agonist -0.9, CHRM5 antagonist -0.9, M4 antag -7.5 and CRFBP-R2 block -3.6.
Screening COc1ccc(NC2CCCN(C(=O)c3ccncc3)C2)cc1 (configuration not stated) returned M5 ag -1.8, CHRM5 PAM 3.4, M4 PAM 0.7, IDE cell inh 2.8, M4 ag 0.0, CRFBP-R2 agonist -0.5, CHRM5 antagonist 7.5, M4 antag -3.8 and CRFBP-R2 block -6.9.
Screening C=C1SC(=Nc2c(C)cc(C)cc2C)N(C(=O)c2sc3ccccc3c2Cl)C12CCCCC2 returned M5 ag -1.1, CHRM5 PAM -7.6, M4 PAM -6.1, IDE cell inh -3.0, M4 ag 0.4, CRFBP-R2 agonist -0.2, CHRM5 antagonist 11.7, M4 antag 0.5 and CRFBP-R2 block 4.2.
CC(=O)Nc1cccc(-c2ccnc3c2CC(C(=O)NCCN(C)C)O3)c1 (configuration not stated) was read as M5 ag -0.9, CHRM5 PAM -2.2, M4 PAM 3.3, M4 ag 0.6, CHRM5 antagonist -0.8 and M4 antag -6.2.
O=S(=O)(Nc1cccc(-c2nc3cccnc3s2)c1)c1ccc2c(c1)OCCO2 was read as M5 ag 8.7, CHRM5 PAM -17.8, M4 PAM -10.6, IDE cell inh -0.4, M4 ag 20.6, CRFBP-R2 agonist 0.0, CHRM5 antagonist 13.8, M4 antag -19.8 and CRFBP-R2 block -37.0.
For Cc1cccc(NC(=O)CSc2nnc(NC(=O)CN3CCOCC3)s2)c1 the results were M5 ag 1.4, CHRM5 PAM -2.1, M4 PAM 5.9, IDE cell inh 9.8, M4 ag 1.9, CRFBP-R2 agonist 0.9, CHRM5 antagonist -11.1, M4 antag -3.5 and CRFBP-R2 block 0.9.
Screening COCCC(=O)NC1CCCc2c1cnn2-c1cccc(C)c1C (configuration not stated) returned M5 ag 2.5, CHRM5 PAM -5.9, M4 PAM -5.9, IDE cell inh -10.4, M4 ag 1.2, CRFBP-R2 agonist 0.9, CHRM5 antagonist 5.8, M4 antag 13.9 and CRFBP-R2 block 0.6.
`COc1ccc(C2(c3ccc(OC)cc3)NC(=O)N(CC(=O)N(C)C3CCC(C)CC3)C2=O)cc1` (configuration not stated) gave M5 ag 0.0, CHRM5 PAM 0.9, M4 PAM 6.8, IDE cell inh -0.4, M4 ag 4.3, CRFBP-R2 agonist 3.1, CHRM5 antagonist 19.6, M4 antag -3.8 and CRFBP-R2 block -39.5.
`CCCCNC(=O)c1nc(-c2ccc(C(F)(F)F)cc2)oc1-c1ccccc1` gave M5 ag -0.6, CHRM5 PAM -2.7, M4 PAM 0.8, M4 ag 1.2, CHRM5 antagonist -1.0 and M4 antag -11.2.
Cc1cccc(/C(N)=N/OC(=O)Cc2cccc3ccccc23)c1 was read as M5 ag -1.1, CHRM5 PAM -1.1, M4 PAM 17.2, IDE cell inh 2.5, M4 ag -0.4, CRFBP-R2 agonist 5.6, CHRM5 antagonist 3.0, M4 antag -3.9 and CRFBP-R2 block 0.6.
For N#C/C(=C\c1c(N2CCC(C(N)=O)CC2)nc2ccccn2c1=O)C(=O)NCc1ccco1 the results were M5 ag -0.8, CHRM5 PAM -0.1, M4 PAM 0.1, IDE cell inh 6.8, M4 ag 1.2, CRFBP-R2 agonist 8.5, CHRM5 antagonist -1.3, M4 antag -2.0 and CRFBP-R2 block -6.8.
For COC(=O)c1sc2ccc(C)cc2c1C(=O)OC the results were M5 ag -10.7, CHRM5 PAM 3.9, M4 PAM 0.9, IDE cell inh -0.6, M4 ag -0.4, CRFBP-R2 agonist -2.3, CHRM5 antagonist 4.0, M4 antag 1.9 and CRFBP-R2 block -14.1.
For COc1ccccc1NC(=O)c1ccccc1NS(C)(=O)=O the results were M5 ag -1.2, CHRM5 PAM 2.0, M4 PAM 0.4, IDE cell inh 5.3, M4 ag 0.1, CRFBP-R2 agonist -0.7, CHRM5 antagonist -3.5, M4 antag 1.1 and CRFBP-R2 block -0.1.
Screening CC1CN(C(=O)Nc2ccc3snnc3c2)c2ccccc21 (configuration not stated) returned M5 ag -1.4, CHRM5 PAM -8.7, M4 PAM -5.1, IDE cell inh 0.2, M4 ag 2.1, CRFBP-R2 agonist 0.7, CHRM5 antagonist -1.3, M4 antag 6.7 and CRFBP-R2 block -6.3.

Next section, overlapping the part above by three compounds.
For COC(=O)c1sc2ccc(C)cc2c1C(=O)OC the results were M5 ag -10.7, CHRM5 PAM 3.9, M4 PAM 0.9, IDE cell inh -0.6, M4 ag -0.4, CRFBP-R2 agonist -2.3, CHRM5 antagonist 4.0, M4 antag 1.9 and CRFBP-R2 block -14.1.
For COc1ccccc1NC(=O)c1ccccc1NS(C)(=O)=O the results were M5 ag -1.2, CHRM5 PAM 2.0, M4 PAM 0.4, IDE cell inh 5.3, M4 ag 0.1, CRFBP-R2 agonist -0.7, CHRM5 antagonist -3.5, M4 antag 1.1 and CRFBP-R2 block -0.1.
Screening CC1CN(C(=O)Nc2ccc3snnc3c2)c2ccccc21 (configuration not stated) returned M5 ag -1.4, CHRM5 PAM -8.7, M4 PAM -5.1, IDE cell inh 0.2, M4 ag 2.1, CRFBP-R2 agonist 0.7, CHRM5 antagonist -1.3, M4 antag 6.7 and CRFBP-R2 block -6.3.
For Cc1ccc(CN2CCC(CNC(=O)Nc3ccccc3F)CC2)cc1 the results were M5 ag -6.2, CHRM5 PAM -4.1, M4 PAM -4.4, IDE cell inh 2.4, M4 ag 1.5, CRFBP-R2 agonist 5.7, CHRM5 antagonist 6.5, M4 antag 0.1 and CRFBP-R2 block -45.0.
For COCCCNC(=S)NNC(=S)Nc1cccc(Cl)c1 the results were M5 ag -2.6, CHRM5 PAM -4.6, M4 PAM -5.0, IDE cell inh 7.0, M4 ag 0.2, CRFBP-R2 agonist 0.2, CHRM5 antagonist 11.1, M4 antag 2.5 and CRFBP-R2 block 5.7.
COc1ccc(C(CC(=O)N2CCN(c3ccccc3)CC2)c2c(OC)cc(OC)c3ccc(=O)oc23)cc1 (configuration not stated) was read as M5 ag -8.9, CHRM5 PAM -3.2, M4 PAM -1.6, IDE cell inh 3.7, M4 ag 5.2, CRFBP-R2 agonist 1.7, CHRM5 antagonist 12.5, M4 antag 2.0 and CRFBP-R2 block 19.3.
For Cc1ccsc1C(=O)Nc1cc(Cl)ccc1-n1cncn1 the results were M5 ag 0.1, CHRM5 PAM -9.2, M4 PAM -1.5, M4 ag 0.7, CRFBP-R2 agonist 2.1, CHRM5 antagonist 7.6, M4 antag -6.1 and CRFBP-R2 block -2.1.
For Cc1cccc(C2(c3cccc(C)c3)OC(=O)c3ccccc32)c1 the results were M5 ag -12.8, CHRM5 PAM -45.8, M4 PAM -8.7, IDE cell inh 3.6, M4 ag -1.6, CRFBP-R2 agonist 4.6, CHRM5 antagonist 3.2, M4 antag -5.9 and CRFBP-R2 block 15.6.
For CCc1noc(C)c1C(=O)OCC(=O)NC(=O)c1ccccc1OC the results were M5 ag -0.9, CHRM5 PAM -1.2, M4 PAM -5.5, IDE cell inh 4.7, M4 ag 0.2, CRFBP-R2 agonist 1.5, CHRM5 antagonist 6.7, M4 antag 5.9 and CRFBP-R2 block -2.1.
For CCC1(c2ccc(Cl)cc2)NC(=S)N(c2ccc(C)cc2)N1 (configuration not stated) the results were M5 ag 0.1, CHRM5 PAM 6.1, M4 PAM 3.8, IDE cell inh 1.9, M4 ag 0.5, CRFBP-R2 agonist 1.1, CHRM5 antagonist 0.9, M4 antag 7.5 and CRFBP-R2 block 30.6.
COc1ccc(NC(=O)C(=O)NNC(=O)c2ccc(Cl)cc2Cl)cc1 was read as M5 ag -0.5, CHRM5 PAM -1.6, M4 PAM 0.5, IDE cell inh -7.2, M4 ag 4.0, CRFBP-R2 agonist -1.1, CHRM5 antagonist 12.3, M4 antag 5.3 and CRFBP-R2 block 3.6.
For COc1ccc(Cl)cc1NC(=O)CN(C)C(=O)Cc1ccsc1 the results were M5 ag -2.9, CHRM5 PAM 0.0, M4 PAM -1.4, IDE cell inh 0.3, M4 ag 0.5, CRFBP-R2 agonist 0.1, CHRM5 antagonist 2.7, M4 antag 4.4 and CRFBP-R2 block -4.5.
`Cc1cnc(NC(=O)c2ccc3c(c2)C(=O)N(Cc2cccnc2)C3=O)s1` gave M5 ag -3.7, CHRM5 PAM -7.6, M4 PAM -3.1, IDE cell inh 4.6, M4 ag 0.9, CRFBP-R2 agonist -3.6, CHRM5 antagonist -1.3, M4 antag -2.7 and CRFBP-R2 block -4.6.
`COc1cc(C(=O)NC(C)c2cccc3ccccc23)cc(OC)c1OC` (configuration not stated) gave M5 ag -0.1, CHRM5 PAM -8.6, M4 PAM -2.7, IDE cell inh 2.0, M4 ag 0.7, CRFBP-R2 agonist -1.4, CHRM5 antagonist 10.9, M4 antag -8.4 and CRFBP-R2 block 15.0.
`CC(=NNC(=O)c1cccc(S(=O)(=O)N2CCCC2)c1)c1ccccc1` gave M5 ag -5.2, CHRM5 PAM -2.7, M4 PAM 7.7, IDE cell inh 0.3, M4 ag 2.2, CRFBP-R2 agonist -1.9, CHRM5 antagonist 0.2, M4 antag -3.1 and CRFBP-R2 block -3.4.
Screening CCOc1ccc(-c2nnc3ccc(SCC(=O)N4CCN(c5ccccc5)CC4)nn23)cc1 returned M5 ag -2.0, CHRM5 PAM 0.9, M4 PAM -10.3, M4 ag 1.1, CRFBP-R2 agonist 1.5, CHRM5 antagonist 5.0, M4 antag 5.2 and CRFBP-R2 block 6.7.
`COc1ccccc1-c1ncn(Cc2cccc(-c3ccccc3)c2)c1-c1ccco1` gave M5 ag -1.2, CHRM5 PAM -3.0, M4 PAM -0.8, M4 ag 3.2, CHRM5 antagonist -7.8 and M4 antag -5.4.
`Cc1ccc(S(=O)(=O)N2CCOCC2)cc1NC(=O)COC(=O)CNC(=O)c1ccc(C(C)(C)C)cc1` gave M5 ag -1.0, CHRM5 PAM -4.5, M4 PAM -2.9, IDE cell inh 0.5, M4 ag 4.8, CRFBP-R2 agonist -2.5, CHRM5 antagonist 5.2, M4 antag 1.3 and CRFBP-R2 block -4.5.

Hits appear at their usual frequency (roughly 2.9% active in at least one column).
